BioA inh: BioA (M. tuberculosis) enzyme inhibition. AID 602481. inhibition, % at 9.99 µM. purified M. tuberculosis BioA enzyme, plate reader. 360,000 compounds, 0.096% hits; in the data active = inhibition above about 40%; inconclusive = no clear call, values can overlap the other calls
BoNT-A LC inh2: blocks Botulinum neurotoxin A light chain protease | multiplex microsphere protease substrate cleavage, flow cytometry | inhibition, % at 10 µM | 360,000 compounds, 0.17% hits | AID 588499; also: plate controls were buffer without enzyme for full effect and enzyme alone for no effect
UGM FP inh: blocks M. tuberculosis UGM enzyme; P9WIQ1; purified UGM, fluorescence polarization probe displacement; inhibition, % at 10 µM; 320,000 compounds, 0.06% hits; AID 504406; in the data active = inhibition above about 10%, passing the limit was not always enough; inconclusive = no clear call, values can overlap the other calls
BoNT F protease: blocks Botulinum neurotoxin F light chain protease | Multiplex microsphere protease cleavage assay, flow cytometry | inhibition, % at 10 µM | 360,000 compounds, 0.22% hits; in the data active = inhibition above about 35%, passing the limit was not always enough; inconclusive = no clear call, values can overlap the other calls; also: plate controls were buffer without enzyme for full effect and enzyme alone for no effect
PfHsp40 yeast: compounds rescuing yeast from Plasmodium falciparum HSP40 toxicity; 340,000 compounds, 0.68% hits; S. cerevisiae expressing PfHsp40, growth rescue, ATP luminescence; growth rescue, % at 12.5 µM; in the data active = growth rescue above about 28%, passing the limit was not always enough; inconclusive = no clear call, values can overlap the other calls;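 also: yeast W303a lacking pdr1 and pdr3 grown in galactose medium; growth measured after three days at 30 °C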
Anthrax LF prot: inhibitors of Bacillus anthracis lethal factor protease; multiplex microsphere protease cleavage assay, LF; inhibition, % at 10 µM; 360,000 compounds, 0.12% hits; AID 588501; also: plate controls were buffer without enzyme for full effect and enzyme alone for no effect
Target sequence (P15917 whole entry, looked up): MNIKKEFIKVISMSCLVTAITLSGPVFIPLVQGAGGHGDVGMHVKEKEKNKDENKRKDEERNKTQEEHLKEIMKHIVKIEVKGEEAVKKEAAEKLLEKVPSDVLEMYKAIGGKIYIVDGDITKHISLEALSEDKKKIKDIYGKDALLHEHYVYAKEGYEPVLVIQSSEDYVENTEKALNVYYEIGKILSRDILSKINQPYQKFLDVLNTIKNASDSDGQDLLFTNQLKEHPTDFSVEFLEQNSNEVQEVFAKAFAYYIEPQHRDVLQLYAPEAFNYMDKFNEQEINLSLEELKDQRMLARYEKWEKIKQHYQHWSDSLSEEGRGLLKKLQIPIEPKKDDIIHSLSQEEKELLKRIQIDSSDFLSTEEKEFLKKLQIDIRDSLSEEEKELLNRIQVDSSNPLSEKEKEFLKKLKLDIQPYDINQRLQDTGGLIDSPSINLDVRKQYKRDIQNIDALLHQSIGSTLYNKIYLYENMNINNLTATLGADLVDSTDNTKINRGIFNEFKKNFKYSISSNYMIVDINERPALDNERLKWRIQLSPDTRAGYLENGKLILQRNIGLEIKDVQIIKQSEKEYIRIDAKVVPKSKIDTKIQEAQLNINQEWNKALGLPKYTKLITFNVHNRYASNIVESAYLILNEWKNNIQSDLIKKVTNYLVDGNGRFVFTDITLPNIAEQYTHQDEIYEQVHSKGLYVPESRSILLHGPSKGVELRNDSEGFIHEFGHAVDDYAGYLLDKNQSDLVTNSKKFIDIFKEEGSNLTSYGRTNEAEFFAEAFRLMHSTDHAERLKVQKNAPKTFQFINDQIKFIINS
FadD28 binding: inhibitors of Mycobacterium tuberculosis FadD28 bisubstrate binding; FadD28 bisubstrate probe binding, fluorescence polarization; inhibition, % at 12.5 µM; 360,000 compounds, 0.22% hits; in the data active = inhibition above about 8.5%, passing the limit was not always enough; inconclusive = no clear call, values can overlap the other calls
Mtb FBA inh: inhibits M. tuberculosis FBA enzyme; purified M. tuberculosis FBA, fluorescence read-out; inhibition, % at 1 µM; 360,000 compounds, 2.3% hits; in the data active = inhibition above about 27%;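 also: 0% = vehicle and 100% = reference inhibitor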
GDH-TPI inh: inhibits GDH-TPI coupling enzymes, artifact for Mtb FBA screen | GDH-TPI coupled enzyme counterscreen, NADH absorbance | inhibition, % at 4.8 µM | 360,000 compounds, 1.2% hits | AID 588335; in the data active = inhibition above about 30%;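 also: 0% = DMSO wells and 100% = wells lacking the enzyme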
* = called active by the depositor; ? = inconclusive; · = not tested or not shown; & = joins results of further samples. Rule as the data show it, unless noted: active = inhibition above about 30%; inconclusive = no clear call, values can overlap the other calls; inactive = below that.

entry	Molecule	BioA inh	BoNT-A LC inh2	UGM FP inh	BoNT F protease	PfHsp40 yeast	Anthrax LF prot	FadD28 binding	Mtb FBA inh	GDH-TPI inh
1	O=C(O)CSCc1nc2cccnc2n1C1CCCCC1	-1.8	-1.4	0.2	-19.3	0.9	-7.4	-1.9	1.5	13.0
2	COc1ccc(CNC(=O)COC(=O)c2ccccc2OCC(=O)Nc2ccc(SC(F)F)cc2)cc1	-0.4	-1.2	2.4	5.7	-1.3	1.0	-3.7	4.3	11.1
3	Cc1nn(C(=O)N2CCCCC2)c(C)c1CN1C(=O)c2ccccc2C1=O	0.5	1.0	-2.7	4.1	0.0	-2.6	-0.6	-0.6	2.9
4	COc1ccc([N+](=O)[O-])cc1NC(=O)CS(=O)(=O)c1ccc(C)cc1	-5.5	-0.1	-1.6	0.9	0.6	2.8	-0.1	-4.9	4.9
5	O=C(NCCc1ccccc1)c1ccc(CS(=O)(=O)c2ccc(Br)cc2)o1	-1.0	0.0	1.4	3.0	0.7	0.2	-1.0	-2.8	4.3
6	O=C(CCCN1C(=O)/C(=C\c2cccs2)SC1=S)Nc1ccc(C(=O)O)cc1	1.6	-0.1	4.2	6.2	-1.4	1.8	-1.0	-5.5	17.4
7	COc1ccc(N2CCCn3c2nc2c3c(=O)n(Cc3ccc(C)cc3)c(=O)n2C)c(OC)c1	0.4	-0.1	-2.8	0.8	-1.5	-2.0	-0.5	1.0	11.1
8	COc1cc2c(cc1OC)C(c1ccccc1O)N(C1CC(=O)N(c3ccccc3)C1=O)CC2 (configuration not stated)	·	·	-0.9	·	2.5	·	-2.5	6.9	10.4
9	Nc1nnc(SCc2ccc(F)cc2Cl)s1	-3.4	6.7	-1.9	6.6	1.2	1.9	1.8	-1.6	2.1
10	COc1ccccc1CNC(=O)COC(=O)CNS(=O)(=O)c1ccc(NC(C)=O)cc1	-2.3	-0.6	3.8	0.4	0.1	-1.0	-1.6	-1.2	-1.0
11	CCc1ccccc1NC(=S)/N=C(\N)Nc1nc(C)c2cc(C)ccc2n1	-1.5	2.4	-0.6	14.4	-0.5	-0.9	-2.6	-1.6	12.4
12	Cc1[nH]nc(SCC(=O)NCCc2ccccc2)c1[N+](=O)[O-]	·	-0.4	0.9	-4.1	0.6	0.1	-1.7	1.9	14.3
13	CCOc1cc(C(=O)NCCN2CCOCC2)cc(OCC)c1OCC	2.7	-0.6	4.4	-4.7	-0.1	-6.0	-1.4	-0.6	-1.2
14	COCCNC(=S)NC1CC2CCCC(C1)N2Cc1cccs1 (configuration not stated)	·	-0.1	-3.1	-9.4	-0.9	-4.5	0.2	1.5	1.6
15	COc1ccc(/C=C/C(=O)Nc2cc(C(F)(F)F)ccc2Cl)cc1	-1.7	2.7	-2.0	12.9	21.2	3.6	-0.8	1.2	22.5
16	COCCn1c(-c2ccc(OC)c(OC)c2)nc2ccccc21	4.5	0.1	4.0	-1.9	0.3	1.3	-2.5	16.0	-1.0
17	CC(C(=O)Nc1ccccc1-c1ccccc1)N1CCOCC1 (configuration not stated)	-1.3	0.3	-0.6	-3.0	-1.2	1.6	-1.8	1.4	6.0
18	CCCOC(=O)C1[C@H]2C(=O)N(C(C)c3ccc(OC)cc3)C[C@]23C=C[C@H]1O3 (some centres not stated)	0.9	-0.2	-2.8	1.7	1.4	-0.5	-1.8	-0.8	-7.1
19	CCOC(=O)N1CCN(Cc2nc3cc(NC(=O)CC(C)C)ccc3n2CC)CC1	·	-2.7	-1.5	1.8	1.7	-11.6	-2.1	-1.8	-2.9
20	CN(C)CCc1nn[nH]n1	1.7	0.2	5.9	-0.7	1.4	-0.7	-1.0	-3.0	-11.4
21	CN(C)CCN(C(=O)COc1ccc(Cl)cc1)c1nc2cc3c(cc2s1)OCO3	-0.4	-0.7	-1.9	3.2	1.0	-1.0	-1.7	-3.0	3.5
22	CCOc1ccccc1OCCCC(=O)N(CC)CC(=O)Nc1ccc(NC(C)=O)cc1	-0.7	-0.3	-1.3	3.9	-1.0	3.4	-2.2	0.2	0.7
23	O=C(CCN1CCN(c2ccccc2)CC1)Nc1ccc(OCc2ccccc2)cc1	-1.7	0.7	-0.1	2.2	-0.1	-1.6	-0.3	4.0	4.3
24	O=C(CN1CCN(C(=O)c2ccco2)CC1)Nc1cc(Cl)ccc1Cl	-2.2	-1.1	-2.2	-14.0	-1.1	-0.3	-3.6	0.5	-5.7

Given with two lines to a compound: part of the list above.
Results follow in this order: BioA inh | BoNT-A LC inh2 | UGM FP inh | BoNT F protease | PfHsp40 yeast | Anthrax LF prot | FadD28 binding | Mtb FBA inh | GDH-TPI inh
[12] Cc1[nH]nc(SCC(=O)NCCc2ccccc2)c1[N+](=O)[O-]
 : · | -0.4 | 0.9 | -4.1 | 0.6 | 0.1 | -1.7 | 1.9 | 14.3
[13] CCOc1cc(C(=O)NCCN2CCOCC2)cc(OCC)c1OCC
 : 2.7 | -0.6 | 4.4 | -4.7 | -0.1 | -6.0 | -1.4 | -0.6 | -1.2
[14] COCCNC(=S)NC1CC2CCCC(C1)N2Cc1cccs1 (configuration not stated)
 : · | -0.1 | -3.1 | -9.4 | -0.9 | -4.5 | 0.2 | 1.5 | 1.6
[15] COc1ccc(/C=C/C(=O)Nc2cc(C(F)(F)F)ccc2Cl)cc1
 : -1.7 | 2.7 | -2.0 | 12.9 | 21.2 | 3.6 | -0.8 | 1.2 | 22.5
[16] COCCn1c(-c2ccc(OC)c(OC)c2)nc2ccccc21
 : 4.5 | 0.1 | 4.0 | -1.9 | 0.3 | 1.3 | -2.5 | 16.0 | -1.0
[17] CC(C(=O)Nc1ccccc1-c1ccccc1)N1CCOCC1 (configuration not stated)
 : -1.3 | 0.3 | -0.6 | -3.0 | -1.2 | 1.6 | -1.8 | 1.4 | 6.0
[18] CCCOC(=O)C1[C@H]2C(=O)N(C(C)c3ccc(OC)cc3)C[C@]23C=C[C@H]1O3 (some centres not stated)
 : 0.9 | -0.2 | -2.8 | 1.7 | 1.4 | -0.5 | -1.8 | -0.8 | -7.1
[19] CCOC(=O)N1CCN(Cc2nc3cc(NC(=O)CC(C)C)ccc3n2CC)CC1
 : · | -2.7 | -1.5 | 1.8 | 1.7 | -11.6 | -2.1 | -1.8 | -2.9
[20] CN(C)CCc1nn[nH]n1
 : 1.7 | 0.2 | 5.9 | -0.7 | 1.4 | -0.7 | -1.0 | -3.0 | -11.4
[21] CN(C)CCN(C(=O)COc1ccc(Cl)cc1)c1nc2cc3c(cc2s1)OCO3
 : -0.4 | -0.7 | -1.9 | 3.2 | 1.0 | -1.0 | -1.7 | -3.0 | 3.5
[22] CCOc1ccccc1OCCCC(=O)N(CC)CC(=O)Nc1ccc(NC(C)=O)cc1
 : -0.7 | -0.3 | -1.3 | 3.9 | -1.0 | 3.4 | -2.2 | 0.2 | 0.7
[23] O=C(CCN1CCN(c2ccccc2)CC1)Nc1ccc(OCc2ccccc2)cc1
 : -1.7 | 0.7 | -0.1 | 2.2 | -0.1 | -1.6 | -0.3 | 4.0 | 4.3
[24] O=C(CN1CCN(C(=O)c2ccco2)CC1)Nc1cc(Cl)ccc1Cl
 : -2.2 | -1.1 | -2.2 | -14.0 | -1.1 | -0.3 | -3.6 | 0.5 | -5.7

The list goes on:
entry	Molecule	BioA inh	BoNT-A LC inh2	UGM FP inh	BoNT F protease	PfHsp40 yeast	Anthrax LF prot	FadD28 binding	Mtb FBA inh	GDH-TPI inh
25	[O-]/C(=C(\C(=S)Nc1cccc2ccccc12)[n+]1ccccc1)c1ccc(OC(F)F)cc1	·	6.8	·	-14.9	0.2	-4.2	-4.8	5.2	-8.2
26	Cc1ccc(P(=O)(O)c2ccc(C)cc2)cc1	0.1	-0.5	3.8	-11.6	0.2	-1.5	0.3	1.7	4.2
27	CCNc1nc(NC(C)C)nc(NS(=O)(=O)c2ccc(N)cc2)n1	2.1	-1.6	-0.6	-6.0	0.0	0.2	-2.7	-0.4	-5.7
28	O=C(NCC(=O)N(c1cccc(F)c1)C(C(=O)NC1CCCC1)c1ccco1)c1ccco1 (configuration not stated)	·	-0.4	-3.4	-4.8	-0.2	-4.8	1.3	3.3	-3.5
29	COc1cc([C@@H]2[C@H]3CN(C)CC=C3C(C#N)=C(N)C2(C#N)C#N)cc2c1OCO2	-6.6	0.5&1.3	-0.1	0.3&7.5	-0.7&4.3	-0.8&-0.9	-0.8&-1.5	-1.2&2.1	16.7&2.9
30	CCOC(=O)C1SC2(C(F)(F)C(F)F)CC1(O)c1c(c(OC)c3occc3c1OC)O2 (configuration not stated)	·	0.6	0.3	5.0	0.2	-4.0	-3.4	-2.2	2.9
31	O=C(Nc1ccccc1)Nc1cccc(-c2cn3cccnc3n2)c1	-0.6	-0.5	1.2	-8.0	-1.5	-1.2	2.5	3.6	10.0
32	Cc1ccc(S(=O)(=O)N(C)c2cc(S(=O)(=O)N3CCOCC3)c(C)cc2C)cc1	-0.9	-1.6	-2.9	0.0	-1.9	1.4	-1.8	0.0	6.6
33	Cc1cc(NC(=O)c2cc3ccccc3oc2=O)no1	-0.8	-1.2	·	3.9	-0.5	0.9	-3.5	0.8	16.5
34	CCCNC(=O)c1cc(S(=O)(=O)N2CCc3ccccc32)ccc1F	-1.2	-2.7	-1.7	-3.6	-0.3	-0.5	-2.7	0.7	7.0
35	CCN1CCN(C(CNS(=O)(=O)c2ccc(Cl)cc2)c2cccnc2)CC1 (configuration not stated)	-1.7	2.4	2.9	-9.1	0.6	-0.5	-2.3	-0.8	-0.7
36	CC/C(=C/c1sc2ccc(C)cc2[n+]1CCO)SC	·	2.0	3.8	0.2	-0.6	-1.3	0.6	-1.2	16.2
37	Brc1ccc(/C=N/n2cnnc2)s1	·	-0.1	-0.3	-3.9	-1.3	-9.5	-1.0	-0.8	12.1
38	c1ccc(CSC2=NNC(c3ccccn3)S2)cc1 (configuration not stated)	·	6.1	4.4	?	92.5*	-2.6	-1.6	-2.2	13.2
39	O=C(Nc1cc(Cl)ccc1N1CCCC1)C1=NN(c2ccccc2)C(=O)CC1	-0.8	0.0	-5.3	-0.4	0.4	0.8	-3.5	-5.2	-8.9
40	CC(C)CC(=O)Nc1c2c(nn1-c1cccc(Cl)c1)CS(=O)(=O)C2	6.6	4.7	-0.3	-10.2	0.2	10.1	-1.3	-0.1	-9.9
41	Cc1ccc(CN2C(=O)CCC2C(=O)NCCN2CCN(c3cccc(Cl)c3)CC2)cc1 (configuration not stated)	-0.5	-0.6	-0.4	-7.0	-0.8	2.3	-1.7	0.3	7.2
42	COc1ccc(S(=O)(=O)Nc2ccc(Cl)cn2)c(C)c1C	-1.1	0.4	1.9	6.1	-1.9	-4.3	-1.6	4.9	-13.9
43	CN(C)C(=S)Oc1ccccc1-c1ccccc1OC(=S)N(C)C	-0.4	0.0	-0.7	-4.2	10.4	-5.4	-1.7	-4.2	-6.0
44	CCCc1cc(-c2ccc3c(c2)COc2c4ccccc4nn2-3)on1	0.7	0.4	1.4	-1.7	0.7	-0.8	-0.7	12.2	19.4
45	Cc1ccc(/C(=N\O)c2oc3c(C)c4oc(=O)cc(C)c4cc3c2C)cc1	-1.5	-1.2	1.2	-6.5	1.6	-0.9	-3.8	-6.3	7.5

High-throughput results (PubChem)
